Screens as filed in PubChem BioAssay.
D1 antag – Antagonist of Human D 1 Dopamine Receptor: qHTS; HEK293 TREx D1 cells, calcium flux, dopamine EC80; stronger effect = lower value; activity change, negative = inhibition, % at 10 µM; AID 504652, 2011; hit rate 3.2% among 360,000; in the data active = activity change below about -30%; also: % is scaled to controls: 0 for no effect and ±100 for the full control effect
Target sequence (P21728 whole entry, looked up): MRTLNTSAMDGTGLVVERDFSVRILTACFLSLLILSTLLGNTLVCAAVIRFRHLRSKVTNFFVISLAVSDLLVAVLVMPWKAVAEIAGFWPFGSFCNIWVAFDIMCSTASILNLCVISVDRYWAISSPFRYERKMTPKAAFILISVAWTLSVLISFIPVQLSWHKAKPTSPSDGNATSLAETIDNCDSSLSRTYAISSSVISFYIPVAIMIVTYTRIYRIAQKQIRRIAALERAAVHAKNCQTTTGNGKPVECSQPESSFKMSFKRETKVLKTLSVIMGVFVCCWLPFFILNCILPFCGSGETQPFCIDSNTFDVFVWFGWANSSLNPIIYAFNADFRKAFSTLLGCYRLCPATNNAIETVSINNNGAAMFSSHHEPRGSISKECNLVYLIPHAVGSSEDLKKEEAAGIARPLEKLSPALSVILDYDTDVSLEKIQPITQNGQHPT
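Tetracycline-induced HEK293 Trex D1 cells, force-coupled to calcium, dye-loaded; compounds added and read 180 s, then EC80 dopamine added and calcium flux tracked kinetically another 180 s.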
TRHR ag – qHTS for Small Molecule Agonists and Allosteric Enhancers of Human TRH Receptor: Primary Screen for Agonists. Thyrotropin-releasing hormone receptor (Homo sapiens), P34981. TRHR cells, calcium flux fluo-8, FDSS agonist mode. activation, % at 2 µM. hit rate 0.18% among 360,000; also: 0% is about no effect
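Agonist-mode FDSS calcium read (Ex 480/Em 530, 1 s cycles) in 1536-well TRHR cells with fluo-8 dye, after 10-cycle baseline and 23 nL compound addition; TRH at EC20 (10 nM final) added afterwards for the enhancer phase.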
TRHR enhancer – qHTS for Small Molecule Agonists and Allosteric Enhancers of Human TRH Receptor: Primary Screen for Enhancers. Thyrotropin-releasing hormone receptor (Homo sapiens), P34981. TRHR cells, fluo-8 calcium fluorescence, EC20 TRH enhancement. enhancement, % at 2 µM. hit rate 0.66% among 360,000. AID 493056, 2011; in the data active = enhancement above about 30%; also: 0% is about no effect
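Enhancer read-out: after compound pinning and an initial kinetic agonist-mode read, an EC20 of TRH (10 nM final) was injected and fluo-8 calcium signal (Ex 480/Em 530) followed at 1 s/cycle for 100 cycles in TRHR-expressing cells.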
D2 potentiator – HTS Assay for Positive Allosteric Modulators of the Human D2 Dopamine Receptor: Primary Screen for Potentiators; hit rate 0.34% among 340,000; D(2) dopamine receptor (Homo sapiens), P14416; HEK293 T-REx D2, calcium flux, EC20 dopamine potentiation; potentiation, % at 10 µM;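 active = potentiation over 3 SD above the plate norm, cut at about 30% in these data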; also: 0% is about no effect
Target sequence (P14416 whole entry, looked up): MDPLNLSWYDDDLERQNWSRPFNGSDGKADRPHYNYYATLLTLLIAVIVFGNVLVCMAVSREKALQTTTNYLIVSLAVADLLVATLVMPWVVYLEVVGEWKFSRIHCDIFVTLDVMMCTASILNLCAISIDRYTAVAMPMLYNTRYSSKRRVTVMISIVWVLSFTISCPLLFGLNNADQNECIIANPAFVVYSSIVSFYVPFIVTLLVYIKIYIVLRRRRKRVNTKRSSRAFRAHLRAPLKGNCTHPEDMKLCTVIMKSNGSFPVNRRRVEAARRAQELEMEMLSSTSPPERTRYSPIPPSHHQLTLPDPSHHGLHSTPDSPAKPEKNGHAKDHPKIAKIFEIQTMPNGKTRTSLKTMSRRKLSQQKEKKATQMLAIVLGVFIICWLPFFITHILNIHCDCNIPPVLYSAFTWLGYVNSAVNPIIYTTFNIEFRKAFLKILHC
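Using a no-wash calcium dye in inducible, force-coupled HEK293 Trex cells expressing D2, we tracked fluorescence each second for 180 s after compound, then for 180 s after EC20 dopamine to detect augmented signalling.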
D2 ag – HTS Assay for Allosteric Agonists of the Human D2 Dopamine Receptor: Primary Screen for Agonists; D(2) dopamine receptor (Homo sapiens), P14416; HEK293 T-REx D2 cells, calcium flux agonist mode; activation, % at 2 µM; hit rate 0.53% among 340,000;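 active = activation over 3 SD above normal in the single-dose calcium agonist read, cut at about 30% in these data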; also: 0% is about no effect
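HEK293 Trex D2 cells, tetracycline-induced, o/n 30 C 5% CO2; no-wash Ca dye, RT 30–90 min; 10-cycle baseline, 23 nl cpd added, kinetic Ca read 180 s; agonist hits = positive Ca response.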
D2 antag – HTS Assay for Allosteric Antagonists of the Human D2 Dopamine Receptor: Primary Screen for Antagonists; hit rate 2% among 340,000; D(2) dopamine receptor (Homo sapiens), P14416; HEK293 TREx D2 cells, calcium flux, dopamine EC80; AID 485344, 2010; inhibition, % at 10 µM; in the data active = inhibition above about 30%; also: 0% is about no effect
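Overnight-induced (tetracycline, 30 C) HEK293 T-REx cells carrying force-coupled D2 receive a no-wash calcium dye, then compound, then EC80 dopamine at 180 s; signals are read kinetically throughout.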
D1 agonist – Allosteric Agonists of the Human D1 Dopamine Receptor: qHTS; HEK293 T-REx D1 cells, calcium flux, agonist mode; D(1A) dopamine receptor (Homo sapiens), P21728; hit rate 1% among 360,000; AID 504660, 2011; activation, % at 2 µM; also: 0% is about no effect
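Agonism was scored from calcium flux recorded over 180 s (1 read/s) after pintool compound addition, following a 10-cycle baseline. Cells were inducible force-coupled HEK293 TREx D1, plated overnight at 30 C and loaded with no-wash calcium dye.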
D1 PAM – Potentiators of Human D1 Dopamine Receptor: qHTS | D(1A) dopamine receptor (Homo sapiens), P21728 | HEK293 TREx D1 cells, calcium flux, dopamine EC20 potentiation | potentiation, % at 10 µM | hit rate 0.036% among 360,000; in the data active = potentiation above about 30%; also: 0% is about no effect
RXFP1 antagonist – qHTS Assay for Antagonists of the Relaxin Receptor RXFP1. activity change, negative = inhibition, % at 57.5 µM. HEK293-RXFP1, relaxin-stimulated cAMP HTRF, 30 min; stronger effect = lower value. Relaxin receptor 1 (Homo sapiens), Q9HBX9. hit rate 0.59% among 350,000;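 active = activity change of -60% or lower, but not beyond a set lower limit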; also: % is scaled to controls: 0 for no effect and ±100 for the full control effect
* marks the source's active call; other numbers are inactive results; . = no result given. Rule as the data show it, unless noted: active = activation above about 30%; inactive = the rest. An unsorted share of the library, and some 7.1% of all compounds hit somewhere here.

Assay codes: A = D1 antag; B = TRHR ag; C = TRHR enhancer; D = D2 potentiator; E = D2 ag; F = D2 antag; G = D1 agonist; H = D1 PAM; I = RXFP1 antagonist
> Cc1ccc2nc3c(cc(C(=O)NCCc4ccccc4)c(=N)n3CCN3CCOCC3)c(=O)n2c1
  A = -9	B = -1.6	C = 10	D = -4	E = .	F = .	G = 5	H = .	I = -9

> O=C(NC1CCCCCCC1)c1ccccc1-c1ccccc1
  A = 1	B = -1.2	C = -3	D = -5	E = -2.8	F = -7	G = 9	H = -8	I = 3

> Cc1ccc(C2CC(=O)NC(SCc3ccccc3)=C2C#N)o1 (stereo not drawn)
  A = 9	B = -0.6	C = 12	D = 28	E = -1.4	F = 9	G = 5	H = 2	I = 17

> CCC1CCCCN1C(=O)CSc1nc(-c2ccc(OC)cc2)cc(C(F)(F)F)n1 (stereo not drawn)
  A = -31*	B = 0.7	C = 5	D = -5	E = 0.7	F = .	G = 3	H = -8	I = .

> CCCCN(C)C(=O)c1c[nH]c2ccc(S(=O)(=O)N3CCOCC3)cc2c1=O
  A = -8	B = -0.7	C = -5	D = 8	E = -0.2	F = 22	G = 4	H = -3	I = .

> CCOC(=O)C(O)(C1C(=O)CC(C)(C)CC1=O)C(F)(F)F (stereo not drawn)
  A = -3	B = 0.2	C = 0	D = -7	E = 0.5	F = -3	G = 2	H = -1	I = -1

> C[C@H](NC(=O)c1ccco1)C(=O)NC1CCCCCC1
  A = -30	B = 0.0	C = 4	D = -6	E = 1.7	F = 2	G = 0	H = -6	I = 1

> COc1cccc(NS(=O)(=O)NC(=O)c2cn(C)c3ccccc23)c1
  A = 2	B = 0.0	C = -3	D = .	E = .	F = .	G = 2	H = -5	I = 6

> COc1cccc(C2CC(=O)Nc3c2c(=O)n(C)c2ncnn32)c1OC (stereo not drawn)
  A = 4	B = -1.8	C = 14	D = 10	E = -0.8	F = .	G = 0	H = -5	I = .

> COc1ccc(CC(=O)NNC(=O)c2c(-c3ccccc3Cl)noc2C)cc1OC
  A = 7	B = 0.1	C = -1	D = -6	E = 0.3	F = 4	G = 1	H = 2	I = 11

> Cc1ccc(C)c(OCc2cc(C(=O)N(C)Cc3ccccn3)no2)c1
  A = -44*	B = 0.0	C = -4	D = -10	E = -1.7	F = -9	G = 9	H = 5	I = -24

> O=C(N/N=C/c1ccco1)c1cc(-c2ccc(Cl)cc2)n[nH]1
  A = -14	B = 0.3	C = 3	D = -10	E = -0.3	F = -12	G = 1	H = 9	I = -13

> Oc1ccc(/C=N/Nc2ccc(C(F)(F)F)cn2)cc1O
  A = -17	B = 0.2	C = 0	D = 6	E = 13	F = 11	G = 2	H = -2	I = -72*

> Cc1cc(C)c2nc(N(Cc3cccnc3)C(=O)Cc3ccccc3)sc2c1
  A = .	B = 0.2	C = 0	D = 12	E = 0.4	F = .	G = 0	H = -2	I = -16

> CCC(C)(C)NC(=O)C1CCN(c2nc(C)cc(C)n2)CC1
  A = -15	B = -0.2	C = -11	D = 0	E = 0.1	F = 1	G = 3	H = 9	I = 17

An excerpt from above with just D2 ag, D1 antag and D1 PAM.
Structure | D2 ag | D1 antag | D1 PAM
Cc1ccc(C2CC(=O)NC(SCc3ccccc3)=C2C#N)o1 (stereo not drawn) | -1.4 | 9 | 2
CCC(C)(C)NC(=O)C1CCN(c2nc(C)cc(C)n2)CC1 | 0.1 | -15 | 9
CCCCN(C)C(=O)c1c[nH]c2ccc(S(=O)(=O)N3CCOCC3)cc2c1=O | -0.2 | -8 | -3

Returning to the listing, starting 2 compounds before the break.
Assay codes: A = D1 antag; B = TRHR ag; C = TRHR enhancer; D = D2 potentiator; E = D2 ag; F = D2 antag; G = D1 agonist; H = D1 PAM; I = RXFP1 antagonist
> Cc1cc(C)c2nc(N(Cc3cccnc3)C(=O)Cc3ccccc3)sc2c1
  A = .	B = 0.2	C = 0	D = 12	E = 0.4	F = .	G = 0	H = -2	I = -16

> CCC(C)(C)NC(=O)C1CCN(c2nc(C)cc(C)n2)CC1
  A = -15	B = -0.2	C = -11	D = 0	E = 0.1	F = 1	G = 3	H = 9	I = 17

> COc1ccc(S(=O)(=O)N2CCCCC2)cc1NC(=O)C1CCCO1 (stereo not drawn)
  A = 2	B = -0.4	C = 0	D = 1	E = -0.3	F = -3	G = 2	H = 9	I = -7

> NC(=O)c1ccccc1NC(=O)c1ccccc1Cl
  A = -7	B = -0.8	C = -2	D = -3	E = 1.4	F = 7	G = 0	H = -5	I = 5

> CC(=O)Nc1ccc2c(c1)C(=O)N(c1ccc(C)cc1)C2=O
  A = -26	B = -0.1	C = 4	D = 18	E = 0.8	F = 9	G = 6	H = -27	I = 8

> Cc1c(C(=O)Nc2cccc(C(F)(F)F)c2)sc2nc[nH]c(=O)c12
  A = -5	B = -1.4	C = 4	D = 17	E = -1.6	F = .	G = 0	H = 1	I = -3

> CCOC(=O)CC(NC(=O)N1CCC(CN2CCC(C)CC2)CC1)c1ccccc1 (stereo not drawn)
  A = -24	B = -0.3	C = -1	D = -1	E = 0.6	F = .	G = 2	H = 0	I = 0

> CCN1C(=O)N(C(C)=O)C2C1N(C(C)=O)C(=O)N2C(C)=O (stereo not drawn)
  A = -15	B = 0.1	C = 13	D = -1	E = -0.1	F = 4	G = 1	H = -6	I = 0

> CNc1cc(CSC)nc(SCc2ccc(Cl)c(Cl)c2)n1
  A = -20	B = -0.2	C = -5	D = -2	E = -0.4	F = -11	G = 2	H = -10	I = -10

> COc1ccccc1C1NC=C([N+](=O)[O-])C=C1[N+](=O)[O-] (stereo not drawn)
  A = 2	B = 2.6	C = -3	D = 7	E = 2.5	F = 17	G = 16	H = -4	I = 10

> C=CCOCCN(CC)CC
  A = -13	B = -0.6	C = -3	D = 7	E = -0.7	F = 8	G = 3	H = -3	I = -7

> COc1ccc(CNC(=O)COc2cc3c(c4oc(=O)cc(C)c24)CCC(C)(C)O3)cc1
  A = -7	B = -0.1	C = -10	D = -4	E = 0.9	F = -4	G = 3	H = -1	I = .

> Cc1cc(NC(=O)CCC(=O)NNC(=O)c2ccc(C(C)(C)C)cc2)no1
  A = 6	B = 0.1	C = -1	D = -5	E = 1.9	F = -1	G = 2	H = 1	I = 5

> CCC(C(=O)OCC(=O)NC(=O)c1ccccc1)c1ccccc1 (stereo not drawn)
  A = -10	B = -0.8	C = -2	D = 9	E = 1.2	F = 0	G = 70*	H = -5	I = -9

> Cc1ccc(OCCCn2c(=O)sc3ccccc32)cc1
  A = -25	B = 0.5	C = 6	D = -4	E = 1.1	F = 7	G = 6	H = -4	I = -3

> CNC(=S)N1CCc2cc(OC)c(OC)cc2C1COc1ccc(F)cc1 (stereo not drawn)
  A = -3	B = 0.3	C = 0	D = 1	E = 0.6	F = 5	G = 4	H = 2	I = -5

> CCCCNC(NCCCC)=C(S(=O)(=O)CC)S(=O)(=O)CC
  A = 6	B = 0.8	C = -6	D = 13	E = 1.0	F = -19	G = 0	H = 7	I = 8

More structures
Screens in order – D1 antag, TRHR ag, TRHR enhancer, D2 potentiator, D2 ag, D2 antag, D1 agonist, D1 PAM, RXFP1 antagonist
CN(C(=O)c1cc2c(=O)oc3ccccc3c2s1)c1ccc(F)cc1
→ 4, -0.4, -7, 2, -0.5, ., 1, 3, .
CC(C)(C)C(=O)Nc1ccc(S(=O)(=O)Nc2ccccn2)cc1
→ 20, 0.0, 2, 0, 0.0, 0, 4, 6, 0
CCn1c(SCC(=O)c2cc(OC)ccc2OC)nnc1C1CC1
→ -12, -0.3, -7, -2, 2.1, 4, 3, -1, 2
CCCCNC(=O)OC(C)CNC(=O)Oc1cccc(C)c1 (stereo not drawn)
→ 4, 0.1, -4, 9, -1.3, 6, 4, 5, 4
O=C(NC1CCCC1)C1CC(O)CN1C(=O)Nc1ccccc1 (stereo not drawn)
→ -2, 1.3, 0, ., ., ., 1, 23, -5
O=C(c1ccco1)N(Cc1cccc(Cl)c1)C1CCS(=O)(=O)C1 (stereo not drawn)
→ 7, -0.1, -3, -4, 0.5, -1, 1, -8, 8
Cc1c(Cc2ccccc2)c(=O)oc2cc(OCC(=O)NCc3ccccn3)ccc12
→ -15, -0.5, 8, 8, -0.6, -7, 0, -1, -1
O=S(=O)(NCCc1ccccc1)c1ccc(Br)cc1
→ -16, -1.5, -2, ., ., ., 4, -2, -15
Cc1cc(OCC(=O)NNC(=O)c2ccncc2)ccc1C(C)C
→ 13, -0.6, 1, 6, -1.0, -14, 1, -2, -11
CN1CCN(C2=NC3(CCCC3)C(C#N)C(=O)N2)CC1 (stereo not drawn)
→ 0, 0.7, 6, 1, 1.1, 4, 6, 4, 15
COc1ccc(-c2cc(C(F)(F)F)n3nc(-c4ccc(Cl)cc4)cc3n2)cc1OC
→ -6, 0.1, 24, 7, 0.4, ., -1, 3, .
Cc1cccc(C)c1NC(=S)NCc1ccccc1
→ 10, -0.3, -1, 7, 0.2, -6, 7, 4, 1
CN(C)c1nc(NCc2ccccc2)nc(SCC(=O)Nc2ccccc2Cl)n1
→ 1, 2.4, -7, -6, 1.3, 5, 5, 1, -2

A different layout for part of the listing above:
compound	D1 antag	TRHR ag	TRHR enhancer	D2 potentiator	D2 ag	D2 antag	D1 agonist	D1 PAM	RXFP1 antagonist
O=C(NC1CCCC1)C1CC(O)CN1C(=O)Nc1ccccc1 (stereo not drawn)	-2	1.3	0	.	.	.	1	23	-5
CC(C)(C)C(=O)Nc1ccc(S(=O)(=O)Nc2ccccn2)cc1	20	0.0	2	0	0.0	0	4	6	0
CN(C)c1nc(NCc2ccccc2)nc(SCC(=O)Nc2ccccc2Cl)n1	1	2.4	-7	-6	1.3	5	5	1	-2
Cc1cc(OCC(=O)NNC(=O)c2ccncc2)ccc1C(C)C	13	-0.6	1	6	-1.0	-14	1	-2	-11
O=S(=O)(NCCc1ccccc1)c1ccc(Br)cc1	-16	-1.5	-2	.	.	.	4	-2	-15
